From PubChem
SR-BI HDL uptake: blocks mouse SR-BI lipid uptake from DiI-HDL. ldlA[mSR-BI] CHO cells, DiI-HDL uptake fluorescence, 3 h. inhibition, % at 12.5 µM. 320,000 tested, 0.96% active. AID 488896;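 active = mean replicate inhibition of at least 70% and a set share of replicates each scoring 70 or more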;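 note: 0% = median of neutral control wells and 100% = median of positive control wells; values of inactives mirror those of a sister screen read the other way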
CDK5 p35 inh: blocks human CDK5/p35 kinase activity | 330,000 tested, 0.01% active | Q00535+Q15078 | Recombinant CDK5/p35, ADP-Glo luminescence, 60 min | AID 488839 | inhibition, % at 10 µM;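 active = highest replicate inhibition of at least 50% and at least 75% of replicates reaching 50%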;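 note: plate controls were DMSO neutral control for no effect and GW8510 at 10 µM for full effect; many of its hits are not listed in these tables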
Mot1-301 SUMO: inhibitors of SUMOylation pathway: yeast Mot1-301 growth rescue; 320,000 tested, 1% active; S. cerevisiae Mot1-301 growth rescue, ATP luminescence, 38.5C; percent above DMSO median, 100 means doubled; growth rescue, % at 18.8 µM;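 active = every valid replicate shows activation above 250% relative to neutral control wells; inactive = the rest, any valid replicate at or below 250%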;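 note: OY570 slx delta 5 strain wells were the positive control but not used for scaling; some compounds called inactive have numbers as strong as hits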
MITF act: increases MITF-driven TRPM1 promoter luciferase signal; SK-MEL-5 TRPM1-promoter luciferase, 24 h; % of positive control, neutral wells = 0; activation, % at 12.5 µM; 300,000 tested, 0.75% active;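 active = mean activation of at least 80% with every replicate also reaching 80%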;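 note: 0% = neutral control wells and 100% = parthenolide positive control wells; values of inactives mirror those of a sister screen read the other way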
Arr AP2 block: inhibitors of human beta-arrestin and AP2 interaction. FITC-arrestin peptide / GST-AP2 beads, flow cytometry; AP2 beta2 appendage carries R879A mutation. inhibition, % at 10 µM. 340,000 tested, 0.31% active;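 active = inhibition above a set limit, near 3 SD of compounds lacking own fluorescence, cut at about 54% in these data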;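 note: plate controls were DMSO wells for no effect and 5 µM unlabelled arrestin peptide for full effect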
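Assay system: GST-AP2 R879A bound to glutathione beads, E. coli-expressed; Medium: PBS with 0.05% Tween 20 and 0.1% BSA; Also added: fluorescein-tagged arrestin peptide at 50 nM final; Timing: 12 min plus 1 h, RT; Measured by: flow cytometry, FL1 (488/535 nm); Evaluation: percent drop in bead-associated FITC signal.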
dFosB activator: mouse delta FosB homodimer activation | purified delta FosB, TAMRA-CDK5 oligo fluorescence polarization; percent of positive-control signal above neutral wells | activation, % at 25 µM | 340,000 tested, 0.99% active;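 active = mean activation above about 17%, with every replicate also reaching it, limit read from the data, passing the limit was not always enough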;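 note: fluorescence polarization rise as delta FosB binds a TAMRA Cdk5 AP-1 oligo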
Target sequence (P13346 whole entry, looked up): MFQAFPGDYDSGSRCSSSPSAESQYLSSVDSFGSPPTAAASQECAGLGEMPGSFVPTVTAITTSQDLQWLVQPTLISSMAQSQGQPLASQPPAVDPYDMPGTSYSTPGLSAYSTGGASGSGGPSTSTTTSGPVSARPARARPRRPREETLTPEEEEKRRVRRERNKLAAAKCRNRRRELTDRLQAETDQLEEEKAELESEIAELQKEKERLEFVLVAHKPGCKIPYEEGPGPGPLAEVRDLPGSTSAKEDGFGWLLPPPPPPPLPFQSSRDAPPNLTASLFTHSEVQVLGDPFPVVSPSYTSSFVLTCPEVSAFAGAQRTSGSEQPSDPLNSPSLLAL
PKA-R1A activ: activates the PKA-R1A holoenzyme complex | P00514+P68181 | PKA-R1A dissociation, Cy5-IP20 fluorescence polarization; scaled: DMSO 0%, 113 µM cGMP 100% | activation, % at 11.4 µM | 340,000 tested, 0.083% active | AID 504707;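 active = percent activation above the mean of all tested compounds plus 3 SD, cut at about 19% in these data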;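 note: higher means more PKAc released from R1A so a rise in polarization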
SR-BI uptake up: enhances SR-BI lipid uptake from DiI-HDL. 320,000 tested, 0.096% active. activation, % at 12.5 µM. CHO ldlA[mSR-BI] cells, DiI-HDL uptake fluorescence, 3 h; 100 = double the neutral-control signal;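 active = mean replicate activation of at least 60% and every replicate at or above 60%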;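 note: 0% = median plate neutral-control signal and 100% = twice that signal; values of inactives mirror those of a sister screen read the other way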
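System: LDL receptor-deficient CHO ldlA cells overexpressing murine SR-BI | Timing: 3 h uptake period with compound, 37 °C | Medium: HEPES-buffered (25 mM, pH 7.4) F12 plus 0.5% BSA | Dosing: Single-point compound dose | Signal: Bottom-read fluorescence, 550/595 nm | Read-out: Retained DiI signal reflecting DiI-HDL uptake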
Pemphigus Ab inh: human desmoglein-3 autoantibody binding inhibition; P32926; DSG3-coupled beads, scFv-anti-DSG3-GFP binding, flow cytometry; hits give low values; binding (percent of control), % at 10 µM; 310,000 tested, 0.48% active; AID 588358;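 active = binding more than 3 SD below its plate's average and above zero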;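 note: hits lower antibody fragment binding to DSG3; some compounds called inactive have numbers as strong as hits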
PKA-R2B activ: PKA-R2B complex activation. PKA-R2B holoenzyme dissociation, Cy5-IP20 fluorescence polarization; R2B truncated from residue 108, S112A mutant; 0% DMSO only, 100% 113 µM cGMP. P22694+P31323. 340,000 tested, 0.079% active. activation, % at 11.4 µM. AID 504700;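 active = activation above a cutoff set at the mean over all compounds plus 3 SD, cut at about 18% in these data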;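 note: higher means more holoenzyme dissociation and a rise in polarization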
NSD2 HMT inh: blocks human histone methyltransferase NSD2 | O96028 | NSD2 peptide methylation, AlphaScreen, 120 min | inhibition, % at 12.5 µM | 310,000 tested, 0.54% active | AID 743445; in the data active = inhibition above about 50%
* hit, by the source's call.

O=C(COc1ccc2ccccc2c1)N1CCN(c2ccccc2O)CC1 was read as SR-BI HDL uptake 9, CDK5 p35 inh 0.6, Mot1-301 SUMO -3, MITF act -18, Arr AP2 block 17, dFosB activator -5, PKA-R1A activ -7, SR-BI uptake up -9, Pemphigus Ab inh 100, PKA-R2B activ -9 and NSD2 HMT inh 8.
COc1ccc(Nc2nc(-c3cccs3)nc3ccccc23)cc1 was read as SR-BI HDL uptake 75*, CDK5 p35 inh 2.9, Mot1-301 SUMO -14, MITF act 2, Arr AP2 block 27, dFosB activator -11, PKA-R1A activ -8, SR-BI uptake up -75, Pemphigus Ab inh 103, PKA-R2B activ -10 and NSD2 HMT inh -3.
CC(=O)N1CCN(CC(=O)Nc2cc(S(=O)(=O)N3CCOCC3)ccc2C)CC1 was read as SR-BI HDL uptake -35, CDK5 p35 inh 1.2, Mot1-301 SUMO 2, MITF act -1, Arr AP2 block 12, dFosB activator 1, PKA-R1A activ -6, SR-BI uptake up 35, Pemphigus Ab inh 108 and PKA-R2B activ -10.
O=c1c2ccccc2c(C=NCCCN2CCOCC2)c(O)n1Cc1ccc2c(c1)OCO2 was read as SR-BI HDL uptake -35, CDK5 p35 inh 0.9, Mot1-301 SUMO -8, MITF act 4, Arr AP2 block 35, dFosB activator -5, PKA-R1A activ -3, SR-BI uptake up 35, Pemphigus Ab inh 93, PKA-R2B activ -14 and NSD2 HMT inh 6.
COc1ccc(CN2C(=O)C(C)Oc3ccccc32)cc1 (centres undefined) was read as SR-BI HDL uptake 17, CDK5 p35 inh -5.2, Mot1-301 SUMO -4, Arr AP2 block 6, dFosB activator 1, PKA-R1A activ -6, SR-BI uptake up -17, Pemphigus Ab inh 115, PKA-R2B activ -2 and NSD2 HMT inh -3.
`CCN(CC)C(=O)[C@H]1CC(CC(=O)NCc2ccc(OC)c(OC)c2)C(=O)N2CCc3c([nH]c4ccc(OC)cc34)[C@]12C` (some centres undefined) gave SR-BI HDL uptake 20, CDK5 p35 inh -0.9, MITF act 9, Arr AP2 block -17, dFosB activator -8, PKA-R1A activ -2, SR-BI uptake up -20, Pemphigus Ab inh 98 and PKA-R2B activ 3.
Screening CCOc1ccccc1-c1nnc(SCC(=O)NC2CC2)n1CC returned SR-BI HDL uptake -2, CDK5 p35 inh -0.7, Mot1-301 SUMO -14, MITF act -22, Arr AP2 block 17, dFosB activator -9, PKA-R1A activ 7, SR-BI uptake up 2, Pemphigus Ab inh 102, PKA-R2B activ 2 and NSD2 HMT inh -6.
Screening Cc1csc(=O)n1CCC(=O)OCC(=O)c1ccc(Br)cc1 returned SR-BI HDL uptake 6, CDK5 p35 inh -1.1, Mot1-301 SUMO 17, MITF act 1, Arr AP2 block -1, dFosB activator -6, PKA-R1A activ 9, SR-BI uptake up -6, Pemphigus Ab inh 90, PKA-R2B activ 7 and NSD2 HMT inh -1.
For CCNC(=S)Nc1ccc(Cl)cc1Cl the results were SR-BI HDL uptake 4, CDK5 p35 inh -0.4, Mot1-301 SUMO -1, MITF act -3, Arr AP2 block 19, dFosB activator 3, PKA-R1A activ 0, SR-BI uptake up -4, Pemphigus Ab inh 102, PKA-R2B activ 1 and NSD2 HMT inh -1.

In the list so far, 5 have nitrogen in an aromatic ring:
COc1ccc(Nc2nc(-c3cccs3)nc3ccccc23)cc1 was read as SR-BI HDL uptake 75*, CDK5 p35 inh 2.9, Mot1-301 SUMO -14, MITF act 2, Arr AP2 block 27, dFosB activator -11, PKA-R1A activ -8, SR-BI uptake up -75, Pemphigus Ab inh 103, PKA-R2B activ -10 and NSD2 HMT inh -3.
O=c1c2ccccc2c(C=NCCCN2CCOCC2)c(O)n1Cc1ccc2c(c1)OCO2 was read as SR-BI HDL uptake -35, CDK5 p35 inh 0.9, Mot1-301 SUMO -8, MITF act 4, Arr AP2 block 35, dFosB activator -5, PKA-R1A activ -3, SR-BI uptake up 35, Pemphigus Ab inh 93, PKA-R2B activ -14 and NSD2 HMT inh 6.
`CCN(CC)C(=O)[C@H]1CC(CC(=O)NCc2ccc(OC)c(OC)c2)C(=O)N2CCc3c([nH]c4ccc(OC)cc34)[C@]12C` (some centres undefined) gave SR-BI HDL uptake 20, CDK5 p35 inh -0.9, MITF act 9, Arr AP2 block -17, dFosB activator -8, PKA-R1A activ -2, SR-BI uptake up -20, Pemphigus Ab inh 98 and PKA-R2B activ 3.
Screening CCOc1ccccc1-c1nnc(SCC(=O)NC2CC2)n1CC returned SR-BI HDL uptake -2, CDK5 p35 inh -0.7, Mot1-301 SUMO -14, MITF act -22, Arr AP2 block 17, dFosB activator -9, PKA-R1A activ 7, SR-BI uptake up 2, Pemphigus Ab inh 102, PKA-R2B activ 2 and NSD2 HMT inh -6.
Screening Cc1csc(=O)n1CCC(=O)OCC(=O)c1ccc(Br)cc1 returned SR-BI HDL uptake 6, CDK5 p35 inh -1.1, Mot1-301 SUMO 17, MITF act 1, Arr AP2 block -1, dFosB activator -6, PKA-R1A activ 9, SR-BI uptake up -6, Pemphigus Ab inh 90, PKA-R2B activ 7 and NSD2 HMT inh -1.
